# Screening data from PubChem.
# Pin1 inhibitor: inhibitors of human Pin1; Q13526; Pin1 FP peptide displacement, HiFluor488, 10 min; Potency, µM (top dose mostly 115 µM), inactives show top-dose activity, negative = inhibition, actives largely listed as inhibitors; hit rate 0.009% among 390,000; AID 504891; active = well fitted inhibition curve with a large enough effect in the polarisation, with a control signal flat, not every such curve was filed as active; inconclusive = small, poorly fitted or top-dose-only effect, or effect the other way, or a change in a side signal; inactive = no such curve, though single readings can be large or run the other way; the % refers to the polarisation; note: % is set by controls: 0 for no effect and ±100 for the full control effect
# Target sequence (Q13526 whole entry, looked up): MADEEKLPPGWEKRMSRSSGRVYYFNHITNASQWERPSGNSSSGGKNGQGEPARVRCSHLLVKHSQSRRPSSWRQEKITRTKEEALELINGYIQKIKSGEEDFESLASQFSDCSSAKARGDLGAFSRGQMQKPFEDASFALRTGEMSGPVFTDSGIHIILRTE
# HP1b binding inh: blocks HP1-beta chromodomain binding to methylated histone tails. AlphaScreen HP1-beta / biotin-H3K9me3 peptide binding. Potency, µM (titrated, usually from 114 µM), for the others: top-dose activity change, negative = inhibition, actives largely listed as inhibitors. hit rate 0.56% among 390,000; note: nearly all actives have a fitted effect of over 70% in size; inactives centre near 23
#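 AlphaScreen: HP1-beta (50 nM) preformed 30 min with biotin-H3(1-18)K9me3 peptide (50 nM) in PBS pH 7.4, 0.01% Tween-20. Compound added for 30 min at RT, then streptavidin donor/nickel chelate acceptor beads (10 ug/mL) for 30 min.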
# RGS4 inh: blocks human RGS4-accelerated GTP hydrolysis; P49798; Transcreener GDP fluorescence polarization, RGS4-accelerated GTP hydrolysis; Potency, µM (series often up to 114 µM), for the others: at the top dose activity change, negative = inhibition, most hits filed as inhibitors; hit rate 0.039% among 390,000; note: % is set by controls: 0 for no effect and ±100 for the full control effect; nearly all actives have a fitted effect of over 75% in size; some results filed as inactive show a strong effect at the top dose
# Target sequence (P49798 whole entry, looked up): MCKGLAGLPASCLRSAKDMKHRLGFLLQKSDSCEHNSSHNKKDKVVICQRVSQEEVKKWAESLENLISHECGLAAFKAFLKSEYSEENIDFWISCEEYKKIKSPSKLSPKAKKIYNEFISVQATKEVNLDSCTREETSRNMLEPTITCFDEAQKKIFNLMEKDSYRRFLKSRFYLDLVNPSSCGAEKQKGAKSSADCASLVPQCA
#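 MLSMR compounds (23 nl, pin-transferred) preincubated 10 min at room temperature with a 500nM (2x) first reagent, then RGS4 at 900nM (2x) plus Transcreener GDP mix added; fluorescence polarization (620/688 nm) read before and after 90 min at 30 °C.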
# GLS inh: glutaminase GLS (human) inhibition | Potency, µM (doses to about 45.5 µM), for the others: at the highest dose activity change, negative = inhibition, most hits filed as inhibitors | hit rate 0.21% among 410,000 | O94925 | AID 624170 | GLS enzymatic activity, qHTS titration; note: % is set by controls: 0 for no effect and ±100 for the full control effect
#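 Assay buffer: 45 mM KH2PO4 pH 8.2, 0.02% Tween-20. hKGA acts on L-glutamine (1 mM solution added); product glutamate is reported by an oxidase/peroxidase Amplex Red coupling, with fluorescence taken at baseline and 30 min.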
# ERG-DNA inh: ERG Ets/DNA interaction inhibition; P11308; fluorescence polarization, His-ERG Ets domain / labelled DNA; Potency, µM (highest dose often 76.9 µM), for inactives: top-dose FP activity, negative = inhibition, most hits filed as inhibitors; hit rate 0.028% among 370,000; active = well fitted inhibition curve with a large enough effect in the polarisation, with a control signal flat; inconclusive = small, poorly fitted or top-dose-only effect, or effect the other way, or a change in a side signal; inactive = no such curve, though single readings can be large or run the other way; the % refers to the polarisation;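 note: polarization taken with two DNA probes labelled with fluorescein and Texas red; % of control where 0% means no effect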
#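 His-tagged ERG Ets domain (1 uM in the protein solution; 300mM KCl, 50mM Tris-HCl, 1mM EDTA, 1mM DTT, pH 7.5) received compound, then a probe mix of 5 nM fluorescein-DNA and 100nM Texas-615-DNA. Fluorescence polarization was read for both dyes.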
# 12-LOX inh: blocks human arachidonate 12S-lipoxygenase | purified 12hLO, xylenol orange hydroperoxide absorbance | AID 1671190 | hit rate 1.1% among 580,000 | Potency, µM (series often up to 108 µM), without a hit: at the top dose activity change, negative = inhibition, actives largely listed as inhibitors; note: % is set by controls: 0 for no effect and ±100 for the full control effect
# Target sequence (P18054 whole entry, looked up): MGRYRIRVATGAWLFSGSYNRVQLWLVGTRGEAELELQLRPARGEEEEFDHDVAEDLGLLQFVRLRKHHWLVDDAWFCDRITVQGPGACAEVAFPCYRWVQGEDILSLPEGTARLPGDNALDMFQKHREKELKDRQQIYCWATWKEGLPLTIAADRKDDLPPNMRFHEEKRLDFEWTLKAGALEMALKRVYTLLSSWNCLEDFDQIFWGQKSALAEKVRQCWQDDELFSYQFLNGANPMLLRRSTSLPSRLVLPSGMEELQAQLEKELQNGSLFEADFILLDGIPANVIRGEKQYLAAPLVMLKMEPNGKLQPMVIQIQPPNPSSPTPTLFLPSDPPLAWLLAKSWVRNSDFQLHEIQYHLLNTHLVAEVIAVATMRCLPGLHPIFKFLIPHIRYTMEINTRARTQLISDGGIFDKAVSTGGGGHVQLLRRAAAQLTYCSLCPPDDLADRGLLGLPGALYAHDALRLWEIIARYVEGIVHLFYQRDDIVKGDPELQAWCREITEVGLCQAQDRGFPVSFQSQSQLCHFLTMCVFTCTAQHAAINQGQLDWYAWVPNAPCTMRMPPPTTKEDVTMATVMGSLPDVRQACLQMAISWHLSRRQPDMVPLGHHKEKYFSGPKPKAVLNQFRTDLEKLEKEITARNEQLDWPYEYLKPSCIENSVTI
#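 Purified human 12hLO (150 nM final) in 25 mM Hepes, 0.01% Triton X-100, pH 7.0 was preincubated 15 min at room temperature with compound. Then 40 uM arachidonic acid was added, 30 min. Hydroperoxide was read by Fe-XO absorbance ratio 573/405 nm.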
# rTrxR1 inhibitor: rat TrxR1 inhibition. O89049. recombinant rTrxR1, NADPH fluorescence consumption, selenite substrate. Potency, µM (top dose mostly 114 µM), inactives show top-dose activity change, negative = inhibition, hits mostly inhibitors. hit rate 1% among 390,000; note: % is set by controls: 0 for no effect and ±100 for the full control effect; nearly all actives have a fitted effect of over 65% in size
#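 Rat TrxR1 (90 nM in the dispensed reagent) was pre-reduced with 400 uM NADPH for 5 min at room temperature, then incubated with compound for 15 min. After 400 uM selenite was added, NADPH fluorescence (Ex 340/Em 450 nm) was followed for 8 min.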
# Tb PGK inh: T. brucei PGK inhibition; P07378; PGK/GAPDH coupled, Kinase-Glo luminescence, 60 min; Potency, µM (series often up to 57.5 µM), for inactives: at the top dose activity change, negative = inhibition, most hits filed as inhibitors; hit rate 0.043% among 380,000; note: % is set by controls: 0 for no effect and ±100 for the full control effect; nearly all actives have a fitted effect of over 60% in size
#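 Recombinant glycosomal PGK reaction used 1,3-bisphosphoglycerate generated in-well by GAPDH (100nM final) in 100mM TEA pH 7.6, 5mM MgCl2, 0.01% Tween-20. After 60 minutes at room temperature, ATP was read by Kinase-Glo Plus luminescence end-point.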
# JMJD2A Tudor: JMJD2A Tudor domain (human) inhibition | O75164 | AlphaScreen JMJD2A-Tudor / H3K4me3 peptide binding | Potency, µM (titrated, usually from 114 µM), inactives show at the highest dose activity change, negative = inhibition, usual class: inhibitors | hit rate 4.4% among 390,000 | AID 504339; note: % is set by controls: 0 for no effect and ±100 for the full control effect; nearly all actives have a fitted effect of over 50% in size
# * = called active by the depositor; i = inactive; ? = inconclusive; . = not tested or not shown; & = joins results of further samples; [ ] = remark or other dose. Unless noted, calls come from the whole dose curve; as a rule, active = well fitted curve in the direction sought with a large enough effect; inconclusive = small, poorly fitted or top-dose-only effect, or another doubt; inactive = no such curve, though single readings can be large; an effect the other way counts as inactive or inconclusive. Potency is the fitted concentration of half-maximal effect. An excerpt; count on the stated rates, not on these rows.
Pin1 inhibitor,HP1b binding inh,RGS4 inh,GLS inh,ERG-DNA inh,12-LOX inh,rTrxR1 inhibitor,Tb PGK inh,JMJD2A Tudor,structure
?,-8.2%,11.3%,5.5%,-0.3%,4.5%,-5.2%[57.1 µM],1.2%,-35.1%,CC(C)(C)Sc1ccc(/C=N/O)cc1[N+](=O)[O-]
-2.1%,35.7%,-21.5%,19.0%,2.6%,?,6.8%[57.1 µM],12.7%,-13.6%,CCOC(=O)N1CCN(C(=O)c2ccc3c(c2)N(CC)CCS3)CC1
9.3%,26.5%,-38.2%,0.0%,-1.3%,-13.6%,13.5%[57.1 µM],-5.9%,-14.5%,OC1(c2ccc(Br)cc2)CN(c2ccccc2)C2=[N+]1CCS2 (centres undefined)
-3.2%,34.7%[activator],21.7%,2.8%,-7.8%,3.1%,7.6%[57.1 µM],-7.2%,-4.3%,C=CCOc1cccc(CNCCCN2CCOCC2)c1
6.7%,23.9%,25.7%,-0.7%,1.8%,-31.5%,11.9%,0.5%,-11.3%,CCOC(=O)C1=C(C)NC(=O)N(C(C)=O)C1c1ccc(Cl)cc1 (centres undefined)
-6.5%,56.7%[activator],-30.7%,-5.9%,13.5%,11.5%,-3.3%,-0.7%,?,COc1ccc(NC(=O)CSc2nn3c(=O)c(C)nnc3s2)cc1
-1.6%,40.0%[activator],-7.7%,-1.0%,-3.7%,1.1%,2.2%,1.0%,2.9%,Cc1ccc(C(=O)NNC(=O)COc2ccc(Cl)cc2C)o1
-9.6%,17.5%[57 µM],5.7%,4.0%,1.2%,-14.2%,20.1%[57.1 µM],-3.1%,?,CCCCc1ccc(Nc2cc(C)nc(-n3nc(C)cc3C)n2)cc1
?,42.3%[activator],-33.3%[11.4 µM],-11.9%,4.1%,-2.5%,10.1%[57.1 µM],-3.1%,-7.9%[57.1 µM],COc1ccc2cc(C(=O)Nc3ccc(F)cc3)sc(=O)c2c1OC
10.7%,19.2%,-43.6%,7.7%,1.8%,0.0%,?,6.8%,-13.7%[57.1 µM],O=C(/C=C/c1cccc(Cl)c1)c1nc2ccccc2[nH]1
0.5%,37.2%,16.0%,-14.3%,-3.7%,-24.5%,-9.3%,-4.7%,-20.8%,Cc1cc(F)ccc1NC(=O)C(C(C)C)N1Cc2ccccc2C1=O (centres undefined)
?,76.8%[activator],15.9%,-0.9%,-5.4%,52.0%[activator],40.5%[activator],-2.9%,28.9%,COc1ccc(Oc2ccc(C(F)(F)F)cc2NC(=O)c2ccc(OC)cc2)cc1

# Further compounds:
Pin1 inhibitor,HP1b binding inh,RGS4 inh,GLS inh,ERG-DNA inh,12-LOX inh,rTrxR1 inhibitor,Tb PGK inh,JMJD2A Tudor,structure
8.1%,0.4%,-16.5%,-1.7%,3.3%,6.3%,-14.1%,-3.9%,-32.9%,Cc1ccnc(NC(=O)c2ccc(NS(=O)(=O)/C=C/c3ccccc3)cc2)c1
1.0%,5.8%,14.5%[11.4 µM],1.5%,-0.1%,-28.2%,11.6%,-9.3%,-34.4%,CCOc1ccc(C(=O)NCC(=O)N2CCC3(CC2)NCCc2[nH]cnc23)cc1
-6.7%,12.8%,5.7%,0.9%,-4.7%,-4.3%,-5.4%[57.1 µM],6.2%,1.7%,C=CCNCCCCOc1ccccc1-c1ccccc1
21.9%,10.0%,-3.8%,3.4%,-10.0%,?,1.6%[57.1 µM],-3.6%,?,CCN(CC)c1ccc(/C=N/NC(=O)c2cc(C)nc3ccccc23)cc1
13.0%,-20.4%,-41.5%,-26.0%,7.9%,0.0%,0.6%[57.1 µM],i,?,S=c1[nH]nc(-c2cccs2)n1/N=C/c1cn(-c2ccccc2)nc1-c1cccs1
11.7%,10.5%,-6.0%,-1.5%,2.2%,-2.6%,14.1%[57.1 µM],22.7%,-19.5%,CCOC(=O)c1c(NC(=O)CN2CCN(C)CC2)sc(C(=O)Nc2ccccc2)c1C
?,41.8%[activator],2.8%,.,1.6%,-11.2%,7.2%,-1.6%,7.4%,CCNS(=O)(=O)c1cc(OC)ccc1OC
15.5%,-12.9%,-15.8%,1.7%,-8.3%,?,-14.0%,-2.3%,?,O=C(Nc1ccc(N2CCCC2)cc1)C(c1ccccc1)c1ccccc1
6.8%,29.2%,-13.6%,-9.5%,-4.5%,-21.8%,6.6%,-4.5%,-10.9%,COc1ccc(OC)c(NC(=O)C2CCN(c3cc(-c4ccccc4)nc4ncnn34)CC2)c1
-12.7%,20.6%,-5.0%,15.1%,1.9%,-10.9%,15.5%,5.3%,-17.6%,COC(=O)c1ccccc1NC(=O)c1ccc2c(c1)CCN2S(=O)(=O)c1ccc(C)cc1
-3.4%,34.2%[activator],-15.1%,6.5%,0.2%,-5.0%,22.3%,.,-0.7%,Cn1c(=O)c(Oc2ccc(Cl)cc2)c(O)c2ccccc21
-0.2%,57.2%[activator],27.6%,8.0%,5.8%,-4.0%,17.7%[57.1 µM],i,26.6%,CCOc1ccc(C)cc1-n1nc2ccccc2n1

# Results in RGS4 inh and JMJD2A Tudor (2 entries from above):
molecule	RGS4 inh	JMJD2A Tudor
O=C(Nc1ccc(N2CCCC2)cc1)C(c1ccccc1)c1ccccc1	-15.8%	?
COc1ccc(OC)c(NC(=O)C2CCN(c3cc(-c4ccccc4)nc4ncnn34)CC2)c1	-13.6%	-10.9%

# (listing goes on)
Pin1 inhibitor,HP1b binding inh,RGS4 inh,GLS inh,ERG-DNA inh,12-LOX inh,rTrxR1 inhibitor,Tb PGK inh,JMJD2A Tudor,structure
20.9%,0.5%,-16.8%,13.3%,5.3%,-15.4%,-30.0%,.,-35.6%,CC(C)Cn1c(CCC(=O)O)ccc1-c1cccs1
-10.7%,19.9%,-21.1%,1.9%,10.1%,0.0%,4.8%[57.1 µM],-9.5%,-6.2%,CCCNC(=O)NC(=O)CSc1nc2cc(C(=O)OC)ccc2c(=O)n1-c1ccccc1
-5.0%,23.3%,-8.1%,13.2%,-6.7%,1.1%,24.3%,-2.8%,-8.3%,O=C(CC1C(=O)NCCN1C(=O)c1ccc([N+](=O)[O-])cc1)Nc1ccc(F)cc1 (centres undefined)
9.8%,48.3%[activator],-11.3%,1.3%,1.2%,-24.7%,-3.8%,-3.7%,-8.9%,CC(=O)c1cccc(NC(=O)c2nc(-c3ccccc3)n(-c3cccc(C)c3)n2)c1
-2.5%,61.7%[activator],-8.9%,8.6%,10.5%,-20.6%,7.7%,-2.1%,6.2%,COc1ccc(C=O)cc1COc1ccccc1F
-7.9%,72.5%[activator][57 µM],-26.2%,0.0%,-6.9%,54.6%&-1.3%,7.7%,-1.8%,123.6%[activator],Brc1ccc(-c2noc(C3CCCCC3)n2)cc1
-4.4%,5.9%,22.8%,-2.3%,-5.0%,2.3%[57.4 µM],21.5%,.,-3.1%,COc1ccc(NC(=O)C2CCN(C(=O)c3ccccc3)CC2)c(OC)c1
-15.0%,10.5%,-15.0%,3.1%,-14.5%,?,-18.7%,-9.8%,-18.6%,O=C(COC(=O)c1ccc(O)cc1O)Nc1ncc(Cl)cc1Cl
-10.2%,47.5%[activator],14.5%[11.4 µM],5.2%,0.2%,1.5%,21.1%,0.7%,-4.6%,CC(=O)N1c2ccc(S(=O)(=O)N3CCC(C(=O)N4CCN(c5ccccc5F)CC4)CC3)cc2CC1C (centres undefined)
-4.9%,?,19.5%,-8.8%,-6.5%,1.7%,10.7%[57.1 µM],0.5%,?,COc1ccc(C(c2nnnn2C2CCCCC2)N2CCN(c3ccc(OC)cc3)CC2)cc1 (centres undefined)
0.1%,15.8%,8.0%,4.2%,-6.8%,4.7%,-2.5%,3.8%,-8.6%,Cc1nc(N2CCN(C(c3ccccc3)c3ccccc3)CC2)[nH]c(=O)c1C
2.0%,18.6%,2.1%,0.0%,7.0%,0.3%,9.9%,-7.0%,-8.5%,COc1ccccc1C(=O)N/C(=C\c1ccc(Br)cc1)C(=O)NCCC(=O)O

# Complete entries, quoted from the list. Order of screens: Pin1 inhibitor | HP1b binding inh | RGS4 inh | GLS inh | ERG-DNA inh | 12-LOX inh | rTrxR1 inhibitor | Tb PGK inh | JMJD2A Tudor
# CC(=O)c1cccc(NC(=O)c2nc(-c3ccccc3)n(-c3cccc(C)c3)n2)c1 is entered as 9.8% | 48.3%[activator] | -11.3% | 1.3% | 1.2% | -24.7% | -3.8% | -3.7% | -8.9%
# COc1ccc(C=O)cc1COc1ccccc1F is entered as -2.5% | 61.7%[activator] | -8.9% | 8.6% | 10.5% | -20.6% | 7.7% | -2.1% | 6.2%

# (list continues)
Pin1 inhibitor,HP1b binding inh,RGS4 inh,GLS inh,ERG-DNA inh,12-LOX inh,rTrxR1 inhibitor,Tb PGK inh,JMJD2A Tudor,structure
8.0%,16.6%,9.7%,10.0%,-6.4%,0.0%,23.7%,8.0%,-6.3%,Cc1nn(C)c(Oc2ccc(Cl)cc2)c1C=O
3.0%,23.1%,3.7%,15.9%,8.6%,-21.4%,6.4%,-2.8%,-15.4%,Cc1ccc(NC(=O)CCC(=O)c2cccs2)c(O)c1
-0.2%,28.5%,-4.9%,5.8%,4.0%,0.3%,-12.4%,7.1%,-6.2%,O=C(c1ccc(F)c(S(=O)(=O)N2CCOCC2)c1)N1CCc2ccccc21
3.9%,33.9%,0.0%,0.8%,-5.4%,-8.4%,25.8%,-8.7%,16.7%,Cc1ccc([N+](=O)[O-])cc1NC(=O)CSc1nncc2ccccc12
